Source: PubChem
PG9 binder: binders of HIV-1 gp120 antibody PG9, primary screen, biochemical, TR-FRET; HIV-1 gp120 / PG9 antibody interaction; TR-FRET gp120-PG9 antibody binding; inhibition, % at 6.7 µM; 360,000 tested, 0.43% active; in the data active = inhibition above about 8.5%
TCR CD3 inh: inhibitors of human TCR-CD3 interaction, primary screen, biochemical, fluorescence, TAMRA-labeled TCR probe; T-cell receptor (TCR); inhibition, % at 9.4 µM; 360,000 tested, 0.37% active; in the data active = inhibition above about 19%;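 note: recombinant mutant TCR 2C K166C tagged with TAMRA read by polarization; 0% = receptor in buffer alone and 100% = receptor with positive control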
NR1D1 modulator: modulators of Rev-erb alpha DNA binding, primary screen, biochemical, FITC-DNA, fluorescence polarization, uHTS | Nuclear receptor subfamily 1 group D member 1 (Homo sapiens), P20393 | Rev-erbα–FITC-DNA binding, 90 min | activity, % at 10 µM | 370,000 tested, 0.79% active | AID 1259318, 2017;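 active = activity above about 14%, limit read from the data; passing the limit was not always enough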;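 note: 0% = DMSO wells with 35 nM protein and 100% = DMSO wells with 750 nM protein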
HTRA1 inhibitor: HTRA1 serine protease inhibitors, primary screen, biochemical, fluorescence polarization, HTS; Q92743; recombinant HTRA1, FP-rhodamine activity-based probe; inhibition, % at 5.96 µM; 340,000 tested, 0.5% active; AID 504803, 2011; in the data active = inhibition above about 36%;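 note: 0% = enzyme with DMSO and 100% = wells lacking enzyme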
TDP2 absorb: human TDP2 enzyme inhibitors, primary screen, biochemical, epi absorbance, recombinant enzyme | Tyrosyl-DNA phosphodiesterase 2 (Homo sapiens), O95551 | T5PNP hydrolysis, p-nitrophenol absorbance 415 nm | inhibition, % at 12.8 µM | 370,000 tested, 0.34% active | AID 720702, 2013;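 active = inhibition above the mean of all tested compounds plus 3 SD, set per campaign, cut at about 25% in these data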;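 note: 0% = DMSO with enzyme and 100% = buffer with substrate but no TDP2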
Target sequence (O95551 whole entry, looked up): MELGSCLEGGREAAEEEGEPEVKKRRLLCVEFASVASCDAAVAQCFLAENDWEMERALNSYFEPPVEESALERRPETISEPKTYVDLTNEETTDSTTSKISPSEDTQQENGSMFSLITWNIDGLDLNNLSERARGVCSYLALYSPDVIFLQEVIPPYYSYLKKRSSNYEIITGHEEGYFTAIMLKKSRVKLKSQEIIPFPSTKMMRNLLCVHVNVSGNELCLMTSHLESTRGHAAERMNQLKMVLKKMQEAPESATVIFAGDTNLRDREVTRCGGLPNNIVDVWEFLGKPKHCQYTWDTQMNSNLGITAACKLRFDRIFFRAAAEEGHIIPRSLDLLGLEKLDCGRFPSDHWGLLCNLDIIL
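Test system: Human TDP2 enzyme | Reagent: 5 mM T5PNP | Compound dosing: 12.8 µM single point, 1% DMSO | Incubation: Enzyme reaction with compound for 2 h at 37 °C | Technique: p-Nitrophenol epi absorbance | Read-out: % inhibition relative to enzyme-containing and enzyme-free wells | Benchmarks: High control without enzyme, low control DMSO plus TDP2 | Replicates: Singlicate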
PRMT1 FP inh: PRMT1 methyltransferase inhibitors, primary screen, biochemical, fluorescence polarization; Protein arginine N-methyltransferase 1 (Homo sapiens), Q99873; recombinant PRMT1, activity-based probe fluorescence polarization; inhibition, % at 2.79 µM; 370,000 tested, 1.3% active;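 active = inhibition above about 21% made by adding two undisclosed values, limit read from the data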
LEDGF integ inh: blockers of LEDGF/p75-dependent integrase strand transfer – biochemical, TR-FRET, high throughput, primary screen. HIV-1 integrase (with human LEDGF/p75). TR-FRET IN-LEDGF/p75 DNA integration, Eu/Cy5. inhibition, % at 3.7 µM. 370,000 tested, 0.64% active;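 active = inhibition above the screen-wide mean plus 3 SD, cut at about 13% in these data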;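 note: signal is the Cy5 over europium emission ratio at 671 and 618 nm; 0% = plate median of compound wells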
mABHD4 FP: ABHD4 inhibitors, primary screen, biochemical, fluorescence polarization, mouse | inhibition, % at 8.92 µM | purified mABHD4, FP-Rh probe fluorescence polarization | 370,000 tested, 0.54% active | AID 720543, 2013;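 active = inhibition exceeding the mean over every tested compound plus 3 SD, cut at about 30% in these data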;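 note: 0% = plate median of compound wells and 100% = S159A mutant with DMSO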
Target sequence (Q8VD66 whole entry, looked up): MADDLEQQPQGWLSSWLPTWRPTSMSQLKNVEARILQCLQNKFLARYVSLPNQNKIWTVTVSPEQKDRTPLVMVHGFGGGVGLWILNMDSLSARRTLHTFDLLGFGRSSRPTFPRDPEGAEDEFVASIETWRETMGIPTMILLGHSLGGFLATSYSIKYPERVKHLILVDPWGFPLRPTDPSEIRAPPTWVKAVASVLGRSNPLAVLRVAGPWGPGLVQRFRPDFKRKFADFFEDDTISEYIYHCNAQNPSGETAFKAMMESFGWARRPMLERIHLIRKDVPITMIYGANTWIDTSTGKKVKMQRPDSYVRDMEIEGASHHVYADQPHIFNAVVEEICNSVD
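assay system = mABHD4 protein | compound dosing = single nominal dose of 8.92 µM, 0.89% DMSO final | read-out basis = percent inhibition of probe binding, normalized to plate controls | schedule = Enzyme–compound pre-incubation 45 min, then probe 60 min, both 25 °C | detection = fluorescence polarization, excitation 525 nm, emission 598 nm, BODIPY TMR filters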
SIAE inh: human SIAE inhibitors, primary screen, biochemical, fluorescence polarization, FP-Rh probe, 1536-well HTS. Sialate O-acetylesterase (Homo sapiens), Q9HAT2. SIAE FP-Rh probe binding. inhibition, % at 9.66 µM. 370,000 tested, 0.69% active. AID 1053197, 2014;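 active = inhibition above a cutoff: mean of compounds within the control limits plus 3 SD of those, cut at about 17% in these data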;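 note: 0% = plate median of compound wells and 100% = probe without SIAE protein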
rCAG RNA binder: binders of r(CAG) RNA repeats, primary screen, biochemical, fluorescence | r(CAG) RNA repeat, TO-PRO-1 dye displacement fluorescence | inhibition, % at 3 µM | 370,000 tested, 1.3% active | AID 651821, 2012;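 active = inhibition above the plate cutoff, the mean of all test compounds on that plate plus 3 SD, cut at about 35% in these data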;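 note: 0% = DMSO alone and 100% = 100 µM mitoxantrone as full dye displacement; higher means more dye released from RNA so lower well fluorescence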
* hit, by the source's call; / = not tested or not shown; & = joins results of further samples. These rows are one share of the data; rates above refer to the full screens.

| SMILES | PG9 binder | TCR CD3 inh | NR1D1 modulator | HTRA1 inhibitor | TDP2 absorb | PRMT1 FP inh | LEDGF integ inh | mABHD4 FP | SIAE inh | rCAG RNA binder |
| --- | --- | --- | --- | --- | --- | --- | --- | --- | --- | --- |
| COc1ccc(C(=O)O)cc1S(=O)(=O)NC(C)C | 1.5 | -9 | -2 | 0 | 5 | 0 | 1 | 6 | -5 | -3 |
| CCC(=O)Nc1nnc(SCC(=O)N2c3ccccc3CC2C)s1 (stereo not given) | -0.3 | 4 | 2 | -5 | 13 | -2 | 2 | -13 | 4 | -1 |
| CCc1nnc(N/N=C/c2c(C)[nH]c3ccccc23)n1N | -23 | 3 | 8 | 0 | 59* | 12 | 68* | -3 | -7 | 3 |
| CC(C)CSc1nnc2c(n1)[nH]c1ccccc12 | -0.2 | -2 | -16 | 0 | -5 | 1 | -3 | -3 | 0 | -1 |
| CCN(CC(=O)NCc1ccc(Cl)cc1)C(=O)CN1C(=O)NC(CC)(c2ccccc2)C1=O (stereo not given) | 3.1 | -3 | -1 | -2 | 1 | 2 | 1 | 2 | 0 | -6 |
| O=C(COC(=O)CCc1ccccc1)NC12CC3CC(CC(C3)C1)C2 | 1.1 | 9 | -5 | -11 | 3 | 0 | 4 | 3 | -1 | -10 |
| CCc1ccc(N(C2C=CS(=O)(=O)C2)S(=O)(=O)c2ccccc2)cc1 (stereo not given) | 0.1 | 2 | 1 | 4 | -10 | -1 | 1 | 2 | -3 | 2 |
| Cc1ccc(-c2nc3ccccc3[nH]2)cc1N | -0.9 | 7 | 0 | 3 | 10 | 0 | -4 | 6 | 6 | 0 |
| CCCCCCCCN1C(=O)[C@H](CC(=O)N2CCCCC2)C[C@@]2(C(=O)OCC)CCCC=C12 | 0.9 | 9 | 0 | / | 1 | -2 | 2 | 7 | -1 | 1 |
| O=S(=O)(Nc1ccc(Cc2ccncc2)cc1)c1ccc(Br)s1 | -2.6 | 3 | -3 | -12 | 8 | 1 | 1 | 3 | 0 | 9 |
| CCCCn1c(=O)[nH]c(=O)c2c1nc(-c1ccc(OCCC)c(OCC)c1)n2CCOC | -0.1 | 3 | 4 | -6 | -3 | -8 | 4 | -2 | 8 | -6 |
| Cc1cccc(NC(=O)CCC(=O)N/N=C/c2cc([N+](=O)[O-])ccc2O)c1 | -1.6 | 11 | 5 | 9 | -8 | -2 | 3 | 4 | -7 | 10 |
| CCC1(c2ccc(F)cc2)NC(=O)N(CC(=O)N2CCc3ccccc32)C1=O (stereo not given) | -0.7 | -5 | -7 | -4 | 6 | 1 | -1 | 5 | 0 | 5 |
| COc1cc(=O)oc(-c2ccccc2)c1C(C)=O | -2.4 | 8 | 2 | -1 | -5 | -7 | 1 | -1 | -1 | -2 |
| O=C(COC(=O)c1ccc(-c2ccc([N+](=O)[O-])cc2)o1)NC(=O)NC1CCCCC1 | -2.0 | -2 | -3 | -6 | 2 | -1 | 3 | -20 | -19 | 11 |
| Cc1ccc(-c2ccc(C(=O)O)o2)cc1Cl | -0.1 | 0 | -3 | -7 | 3 | 3 | -3 | 2 | 3 | 2 |
| Cc1cc(CN2C(=O)c3ccccc3C2=O)cc(N2CCOCC2)c1 | 0.7 | -3 | 2 | 0 | 5 | 2 | 2 | 2 | 0 | -6 |
| c1cc2c3c(cccc3c1)NC(c1ccc3c(c1)OCO3)N2 | -4.9 | -2 | 0 | 0 | 7 | 2 | 2 | 5 | 28* | 5 |
| C[C@]12CC[C@@H]3c4ccc(O)cc4CC[C@H]3[C@@H]1CC[C@@H]2OC(=O)CCC1CCCC1 | -0.6 | 5 | 0 | -2 | -15 | -6 | 5 | -14 | -4 | 9 |
| Cc1cc(OC(C)C(=O)NC2CC(C)(C)NC(C)(C)C2)c2c(C)c(C)c(=O)oc2c1 (stereo not given) | 0.8 | 1 | 4 | 4 | 1 | -2 | -2 | 3 | 3 | 10 |
| CCCCN1CC[C@H]2C=CC[C@@H](C(=O)N3CCN(c4ccccc4)CC3)[C@H]2C1=O | 0.6 | -2 | 0 | 6 | -2 | 0 | 0 | 7 | -8 | -7 |
| Cc1cc(C)cc(NC(=S)Nc2ccc3cn[nH]c3c2)c1 | 0.2 | 0 | -9 | 9 | 2 | -2 | 0 | 5 | -3 | 1 |
| CCCc1nnc(SCC(=O)Nc2cccc(Cl)c2Cl)o1 | 0.3 | 0 | 6 | 5 | 3 | 1 | -1 | -1 | 2 | 2 |
| CC(=O)Nc1cccc(NC(=O)CN2c3cccc4cccc(c34)S2(=O)=O)c1 | -0.5 | -7 | 4 | -10 | 1 | -1 | -1 | 0 | -5 | 7 |
| CCOC(=O)c1cc(NC(=O)c2ccc(C)cc2)c(=O)oc1C(F)(F)F | -4.8 | 2 | 0 | 0 | 7 | 1 | -1 | -2 | -10 | 0 |
| O=C(CCC1CCCC1)NCCCNC(=O)CCC1CCCC1 | -1.2 | 7 | 2 | 3 | 12 | -8 | 1 | 2 | 4 | -10 |
| COCCCNc1nc2c(c(=O)n(Cc3cccc(Br)c3)c(=O)n2C)n1C | -2.1 | -1 | -4 | -19 | -10 | -1 | 1 | 4 | -3 | -8 |
| Cn1c(/C=N/Nc2nc3ccccc3[nH]2)nc2ccccc21 | -0.5 | -9 | -2 | 36* | -11 | 0 | -1 | 27 | -4 | 18 |
| Cc1ccc(S(=O)(=O)Nc2cc(C(=O)O)ccc2N2CCC(C)CC2)cc1C | / | / | 11 | / | 1 | 4 | 5 | 27 | 10 | 42* |
| OC(CCN1CCCCC1)(c1ccccc1)C1CCCCC1 (stereo not given) | -0.4 | 10 | -1&-1 | 4 | -15 | -4 | 1 | 1 | -7 | 3 |

Continuation:
molecule	PG9 binder	TCR CD3 inh	NR1D1 modulator	HTRA1 inhibitor	TDP2 absorb	PRMT1 FP inh	LEDGF integ inh	mABHD4 FP	SIAE inh	rCAG RNA binder
CCOc1ccc(N(CC(=O)NCCSc2ccccn2)S(C)(=O)=O)cc1	1.8	0	1	9	-8	0	3	-7	-13	2
FC(F)(F)c1ccccc1CN1CCCC(N2CCN(c3ccccc3)CC2)C1 (stereo not given)	-2.0	4	-2	9	7	-3	-1	3	14	-10
CC(C)(C)NS(=O)(=O)c1cc(C(=O)Nc2sccc2C#N)ccc1Cl	-2.4	-19	0	-16	-12	0	-7	-18	-19	23
CCOC(=O)C1=NNC2(c3ccc(C)cc3)C(=O)N(c3ccccc3)C(=O)C12 (stereo not given)	0.0	-8	3	/	-7	3	-3	3	-9	-6
Cc1ccc(NC(=O)c2cccs2)cc1NC(=O)c1ccco1	-0.7	5	-4	-5	-9	-1	0	2	-8	0
COC(=O)c1ccccc1S(=O)(=O)N1CCC(C(=O)OC(C)C(=O)NC(N)=O)CC1 (stereo not given)	2.5	-3	0	-10	8	2	6	1	-6	-3
Cc1cc(C)n2nc(SCC(=O)N3CCOCC3)nc2n1	-0.3	-6	0	10	-3	-2	3	-4	-2	2
O=c1c(C=NCC2CCCO2)c(-c2ccccc2)[nH]n1-c1ccc([N+](=O)[O-])cc1 (stereo not given)	1.6	-8	3	-5	5	5	-4	8	-6	0

Shown as a hit in HTRA1 inhibitor, of those listed so far:
molecule	PG9 binder	TCR CD3 inh	NR1D1 modulator	HTRA1 inhibitor	TDP2 absorb	PRMT1 FP inh	LEDGF integ inh	SIAE inh
Cn1c(/C=N/Nc2nc3ccccc3[nH]2)nc2ccccc21	-0.5	-9	-2	36*	-11	0	-1	-4

Following part:
molecule	PG9 binder	TCR CD3 inh	NR1D1 modulator	HTRA1 inhibitor	TDP2 absorb	PRMT1 FP inh	LEDGF integ inh	mABHD4 FP	SIAE inh	rCAG RNA binder
COc1ccc(NC(=O)C2OCCc3ccccc32)c(OC)c1 (stereo not given)	-0.4	-4	-6	3	4	-1	0	0	6	-3
CCc1nc(NCCN2CCOCC2)c(C#N)c2c1CCCC2	-1.8	0	2	-1	0	0	2	-1	0	-7
CC(c1ccco1)N(C(=O)COc1ccc(Cl)cc1)c1ccccn1 (stereo not given)	-0.9	-5	1	-5	-15	6	2	-10	-5	-3
COc1ccc(C2SCCN2S(=O)(=O)c2ccc(NC(C)=O)cc2)cc1 (stereo not given)	1.4	-6	-3	-8	-18	2	-1	-26	-6	2
Cc1ccc(SCC(=O)Nc2nccs2)cc1	-2.0	2	0	-4	-5	-9	4	-1	7	0
CCc1ccc(-c2nc3ccc(Br)cc3c(C(=O)O)c2C)s1	27*	-1	2	-6	14	4	-2	-10	-7	31

4 entries drawn at random from those above:
molecule	PG9 binder	TCR CD3 inh	NR1D1 modulator	HTRA1 inhibitor	TDP2 absorb	PRMT1 FP inh	LEDGF integ inh	mABHD4 FP	SIAE inh	rCAG RNA binder
CCc1nc(NCCN2CCOCC2)c(C#N)c2c1CCCC2	-1.8	0	2	-1	0	0	2	-1	0	-7
COc1ccc(NC(=O)C2OCCc3ccccc32)c(OC)c1 (stereo not given)	-0.4	-4	-6	3	4	-1	0	0	6	-3
Cc1ccc(SCC(=O)Nc2nccs2)cc1	-2.0	2	0	-4	-5	-9	4	-1	7	0
CC(c1ccco1)N(C(=O)COc1ccc(Cl)cc1)c1ccccn1 (stereo not given)	-0.9	-5	1	-5	-15	6	2	-10	-5	-3
